High-throughput results (PubChem BioAssay)
TDP1 inh = blocks human tyrosyl-DNA phosphodiesterase 1 | Q9NUW8 | actives 0.28% (n = 350,000) | recombinant TDP1, AlphaScreen DNA substrate cleavage | Potency, µM (series often up to 130 µM), for the others: top-dose activity change, negative = inhibition, actives largely listed as inhibitors; also: nearly all actives have a fitted effect of over 40% in size
Target sequence (Q9NUW8 whole entry, looked up): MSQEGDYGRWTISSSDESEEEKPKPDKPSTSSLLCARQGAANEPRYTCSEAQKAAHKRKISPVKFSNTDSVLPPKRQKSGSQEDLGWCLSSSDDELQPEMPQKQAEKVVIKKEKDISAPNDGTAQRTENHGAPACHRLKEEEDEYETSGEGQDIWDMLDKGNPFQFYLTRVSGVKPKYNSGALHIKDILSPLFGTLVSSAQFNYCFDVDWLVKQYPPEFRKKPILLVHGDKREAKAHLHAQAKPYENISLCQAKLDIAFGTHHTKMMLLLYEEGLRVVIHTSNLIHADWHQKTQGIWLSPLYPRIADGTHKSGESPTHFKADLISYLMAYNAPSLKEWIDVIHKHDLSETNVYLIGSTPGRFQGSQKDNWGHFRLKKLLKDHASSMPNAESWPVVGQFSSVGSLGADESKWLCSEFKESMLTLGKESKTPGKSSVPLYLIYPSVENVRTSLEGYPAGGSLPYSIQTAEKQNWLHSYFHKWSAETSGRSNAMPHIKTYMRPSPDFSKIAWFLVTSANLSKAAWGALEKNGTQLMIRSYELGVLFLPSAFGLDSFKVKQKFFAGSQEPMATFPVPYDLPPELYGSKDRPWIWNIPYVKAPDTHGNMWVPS
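Steps: enzyme plus compound, 15 min RT; add biotin/phosphotyrosine-FITC oligonucleotide (15 nM final), react 5 min; add donor/acceptor beads (10 ug/ml final), 10 min; read AlphaScreen. Tdp1 at 1 nM final.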
FEN1 inh = human FEN1 inhibition; P39748; Recombinant FEN1 flap cleavage, fluorescence, 15 min; Potency, µM (titrated, usually from 114 µM), for the others: at the top dose activity change, negative = inhibition, actives largely listed as inhibitors; actives 0.35% (n = 390,000); AID 588795; also: nearly all actives have a fitted effect of over 65% in size
Target sequence (P39748 whole entry, looked up): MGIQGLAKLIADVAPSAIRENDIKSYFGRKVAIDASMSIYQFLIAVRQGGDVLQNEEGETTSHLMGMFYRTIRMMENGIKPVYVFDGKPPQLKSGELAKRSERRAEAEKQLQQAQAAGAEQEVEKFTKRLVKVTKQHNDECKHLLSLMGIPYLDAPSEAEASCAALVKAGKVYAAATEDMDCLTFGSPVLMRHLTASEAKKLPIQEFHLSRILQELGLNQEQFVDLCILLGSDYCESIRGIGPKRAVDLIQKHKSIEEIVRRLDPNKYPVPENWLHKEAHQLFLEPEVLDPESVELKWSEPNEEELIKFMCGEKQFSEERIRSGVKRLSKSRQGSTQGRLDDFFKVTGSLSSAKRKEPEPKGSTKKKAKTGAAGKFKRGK
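Recombinant FEN1 (10 nM) was preincubated with pin-transferred compounds for 15 min at room temperature, then flap DNA substrate (50 nM final) was added. Plates were read at 0 and 15 min, and normalized concentration–response data were fitted to a four-parameter Hill equation.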
N370S GC = inhibits or activates N370S mutant glucocerebrosidase | P04062 | N370S GC spleen homogenate, 4MU-glucoside fluorescence | Potency, µM (titrated, usually from 59.4 µM), inactives show at the highest dose activity change, negative = inhibition, actives largely listed as inhibitors | actives 0.092% (n = 330,000);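 also: 0% = full enzyme activity and -100% = no enzyme basal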
Active calls of the source: *; ? = inconclusive; . = no result given; [ ] = dose if it differs, or a comment. Calls follow the shape of the dose curve; as a rule, active = well fitted curve in the direction sought with a large enough effect; inconclusive = small, poorly fitted or top-dose-only effect, or another doubt; inactive = no such curve, though single readings can be large; an effect the other way counts as inactive or inconclusive. Unless noted, % is scaled to controls: 0 for no effect and ±100 for the full control effect; potency is read from the fitted curve at half-maximal effect.

SMILES | TDP1 inh | FEN1 inh | N370S GC
Cc1cc(C)c(OCC(=O)N/N=C/c2ccco2)c(C)c1 | 6.8% | -3.0% | 7.1%
COC(=O)c1cc2sccc2n1CC(=O)Nc1ccc(C)cc1C | 1.0% | -4.7% | .
Cc1ccc(NC(=O)C2CCCN(S(=O)(=O)c3cccc4cccnc34)C2)cc1Cl (stereo not drawn) | 1.3% | -16.8% | .
O=C(Cn1cnc2c(nc3n2CCCCC3)c1=O)Nc1ccc(F)c(Cl)c1 | 2.5% | 16.1% | .
COC(=O)c1cc(Br)c(=O)n(Cc2ccco2)c1 | 3.0% | 2.4% | -7.6%
Cc1noc(C)c1S(=O)(=O)N1CCCC(C(=O)N2CCN(C3CCCCC3)CC2)C1 (stereo not drawn) | 6.5% | -5.8% | -0.5%
Cc1cc2nc(-c3ccc(SCc4ccc(C#N)cc4)nc3)[nH]c2cc1C | 6.0% | -15.6% | 2.1%[12.8 µM]
CCC(=O)Nc1ccc2nc3c(=O)[nH]c(=S)[nH]c3nc2c1 | . | 50.1µM* | -4.5%
O=C(CSc1nc(-c2ccc(F)cc2)nc2c1Cc1ccccc1O2)Nc1ccc(C(=O)O)cc1 | 5.01µM* | ? | 5.0%
CC1=C(C(=O)OCC2CCCO2)C(c2ccc(C)cc2)C2=C(CC(C)(C)CC2=O)N1 (stereo not drawn) | 5.6% | -5.5% | 15.5%
CCCCCN1C=CC(=C2C(=O)c3ccccc3C2=O)C=C1 | -2.4% | 14.1% | 1.7%
CCn1ncc(CN2CCCC(C(=O)c3cccc(OC(C)C)c3)C2)c1C (stereo not drawn) | 0.0% | -15.8% | 1.3%
CC(NC(=O)C(=O)N/N=C\c1cccc([N+](=O)[O-])c1)c1ccccc1 (stereo not drawn) | 8.4% | -2.1% | 8.6%
COc1ccc(OC)c(-c2cc(C(=O)Nc3sc4c(c3C#N)CCC(C)C4)c3ccccc3n2)c1 (stereo not drawn) | 1.9% | -2.3% | 6.1%
Cn1cc(S(=O)(=O)CC(=O)N2CCCc3ccccc32)c2ccccc21 | 2.0% | 20.7% | 9.7%
CSc1ccc(-c2nnn(Cc3ccccn3)n2)cc1 | 5.9% | 0.6% | 6.0%
O=C(Nc1ccc2ccccc2c1)c1ccccc1O | . | -13.1% | -10.9%
COc1ccc(CCN(C)C(=O)CCNC(=O)c2ccc(Br)cc2)cc1OC | 4.0% | 1.6% | 14.9%
Cc1cccc(NC(=O)CCC(=O)N/N=C/c2ccncc2)c1 | 2.7% | 1.2% | -2.7%
Cc1ccc(/C=C/C(=O)N2CCN(c3cccc(C(F)(F)F)c3)CC2)cc1 | -3.2% | 0.1% | 8.3%
O=S(=O)(c1ccc(F)cc1)N1CCN=C1SCc1cccc(F)c1 | -9.5% | -28.5% | -1.9%
CCCCc1c(C)nc2cc(-c3ccco3)[nH]n2c1=O | 4.1% | -0.8% | 4.9%
Cc1ccc2cccc(OCc3ccc(Br)cc3)c2n1 | . | -0.8% | 0.5%
O=C(Nc1ccc(F)cc1)C1CC(=O)n2ncnc2N1 (stereo not drawn) | -2.6% | -4.5% | 11.2%
CCc1c(C)nc(SCC(=O)N2CCN(c3ccccc3)CC2)[nH]c1=O | 5.3% | -1.6% | 3.6%
COc1ccc(N2CCN(C(=O)c3ccc(CNc4c(N5CCOCC5)c(=O)c4=O)cc3)CC2)cc1 | . | -6.5% | -1.6%
CCOc1cccc(-c2cc(C(=O)N/N=C/c3ccc(OC)c(CN4CCOCC4)c3)c3ccccc3n2)c1 | 4.7% | -0.2% | -11.1%
CCOC(=O)c1c(C)[nH]c(C)c1S(=O)(=O)N1c2ccccc2CC1C (stereo not drawn) | 7.1% | 18.6% | 10.0%
COc1cc2c(cc1NC(=O)COc1ccc3ccccc3c1)oc1ccccc12 | 5.6% | -6.1% | -10.5%
Oc1ccc(-c2n[nH]c(=S)n2Cc2ccccc2)cc1 | -1.1% | 1.2% | -3.8%
COc1cccc(C2=CC(c3cc(OC)ccc3OC)n3nnnc3N2)c1 (stereo not drawn) | 3.3% | -8.7% | 20.4%
O=S(=O)(c1ccc(Cl)cc1)N1CCCC(c2nc(-c3ccc(F)cc3)no2)C1 (stereo not drawn) | -3.5% | -12.7% | 9.8%
CCOc1ccc(C(=O)Nc2ccc3[nH]ncc3c2)cc1 | . | 6.1% | -10.5%
Cc1cn(CCC(=O)Nc2ccccc2N2CCOCC2)c2ccccc12 | 5.5% | 0.7% | -11.5%
CS(=O)(=O)c1ccc(C(=O)OCC(=O)Nc2cc(C(F)(F)F)ccc2Cl)cc1[N+](=O)[O-] | 1.1% | -6.9% | .
CCc1nnc(NC(=O)CN2C(=O)c3ccccc3C2=O)s1 | 4.1% | -6.0% | 6.6%
COc1ccccc1CNC(=O)c1oc2c(c1C)-c1nn(Cc3ccc(Cl)cc3)cc1CC2 | 0.0% | -18.1% | .
CC(=O)[C@H]1CCC2C3CC=C4C[C@@H](O)CC[C@]4(C)C3CC[C@@]21C (stereo partly drawn) | 0.1% | 10.5% | .
Cc1ccc(CC2S/C(=C(/C#N)C(=O)N3CCOCC3)N(c3ccccc3)C2=O)cc1 (stereo not drawn) | 0.0% | 12.0% | -15.4%
N#CCCN1CCN(S(=O)(=O)c2ccc(S(=O)(=O)NC3CC3)cc2)CC1 | 2.2% | 0.8% | -2.5%
COc1ccc(C(=O)NCC(c2ccc3c(c2)OCO3)N2CCN(c3ccc(F)cc3)CC2)cc1 (stereo not drawn) | 9.9% | -0.9% | .
O=C(O)c1cnn(-c2nc(-c3ccc(Br)cc3)cs2)c1C(F)(F)F | . | 9.9% | ?
COc1ccc(C2(c3ccc(OC)cc3)NC(=O)N(CC(=O)Nc3cc(C)on3)C2=O)cc1 | 0.9% | -2.7% | .
COc1ccc(CCNc2ncnc3c2nnn3Cc2ccccc2)cc1OC | . | -15.3% | -7.9%
CCc1ccc(C(O)(c2ccccc2OC)C(CN2CCOCC2)c2ccccc2)cc1 (stereo not drawn) | 6.9% | -10.3% | -15.1%
COc1ccc(-c2cc(=O)oc3c(C)c(OCC(=O)N[C@@H](Cc4ccc(O)cc4)C(=O)O)ccc23)cc1 | . | 7.4% | -2.9%
Cc1ccc(/C=C/C(=O)N2CCc3ccccc32)o1 | ? | -17.6% | -2.6%
O=C1c2oc3ccccc3c(=O)c2C(c2cccc(O)c2)N1Cc1ccc(F)cc1 (stereo not drawn) | 6.3% | 5.2% | .
N#Cc1c(N)nc2c(c1-c1ccc(Br)s1)CCCC2 | 0.0% | 9.7% | 4.0%
COc1ccc(NC(=O)CCSc2nc(-c3ccc(OC)cc3)cc(C(F)(F)F)n2)cc1 | 4.2% | 0.3% | .
CN1CC(=O)N/C1=N/C(=O)Nc1cccc(Cl)c1 | 5.7% | . | -8.9%
COc1cc(C)c(CN2CCC(Cc3ccccc3)CC2)cc1C | . | -15.9% | -4.5%
CCCn1c(=O)c2c(nc3n2CCCN3CCc2ccc(OC)c(OC)c2)n(C)c1=O | . | 15.7% | -20.0%
COC(=O)CCC(=O)Nc1ccc(N=Nc2ccccc2)cc1 | 7.2% | -3.8% | -8.0%
Cc1noc(C)c1COc1cccc(C(=O)OC(C)C#N)c1 (stereo not drawn) | 2.9% | -0.5% | -1.9%
CCOC(=O)C1C(=O)N(C(=O)c2ccc(OC)cc2)CC1c1ccccc1 (stereo not drawn) | -2.2% | -0.3% | 16.7%
COc1ccc(NC(=O)C2CCN(S(=O)(=O)c3ccc4c(c3)NC(=O)C(C)S4)CC2)cc1 (stereo not drawn) | 0.4% | -6.0% | -6.4%
O=C(NCCCN1CCCC1)C1CCN(C(=O)c2cc3sccc3n2Cc2ccc(F)cc2)CC1 | 3.5% | -1.2% | -13.5%
COc1ccccc1CCC(=O)Nc1cccc(S(=O)(=O)N2CCCC2)c1 | 0.8% | -8.6% | -11.3%
COc1cccc(/C=N/NC(=S)NC2CC3CC2C2C=CCC32)c1O (stereo not drawn) | . | -1.0% | 0.5%

The listing continues.
SMILES | TDP1 inh | FEN1 inh | N370S GC
Cc1nc2ccc(S(=O)(=O)NCC(=O)N(C)Cc3ccccc3)cc2s1 | 2.3% | 0.1% | -1.0%
CC(=O)OC1COC(OC2C(O)C(C)OC(OC3C(OC4CCC5(C)C(CCC6(C)C5CC=C5C7CC(C)(C)CCC7(C(=O)O)CCC56C)C4(C)CO)OCC(O)C3O)C2O)C(O)C1OC(C)=O (stereo not drawn) | -3.8% | . | -14.6%
COc1ccc(-c2nnn(CC(=O)N(CCCO)C(C(=O)NC3CCCC3)c3ccc(F)cc3)n2)cc1 (stereo not drawn) | -6.2% | 3.5% | 4.2%
COc1cc(C(=O)NCc2ccc(S(N)(=O)=O)cc2)ccc1OCC(=O)Nc1cccc(C(F)(F)F)c1 | -16.0% | 7.6% | -1.7%
COc1ccc(-n2c(SCC(=O)NCC3CCCO3)nc3c(c2=O)SCC3)cc1 (stereo not drawn) | 2.2% | -0.7% | -6.8%
O=C(CSc1ncn[nH]1)NCCc1ccc(Cl)cc1Cl | . | 0.5% | -0.5%
Cc1ccc(S(=O)(=O)N2CCN(c3nc(-c4ncccn4)nc4ccccc34)CC2)cc1 | 1.7% | -2.0% | .
O=C1CC(N(Cc2ccco2)C(=O)Nc2ccc(F)cc2)C(=O)N1c1ccc(F)cc1 (stereo not drawn) | -1.1% | 2.2% | 7.1%
CC1(C)Cc2cccc(OCC(=O)Nc3ccc(OCC(N)=O)cc3)c2O1 | -2.6% | 0.6% | -3.3%
Cc1ccc(NC(=O)COC(=O)C2CCC(=O)N2)c(S(=O)(=O)N2CCOCC2)c1 (stereo not drawn) | 0.0% | 2.0% | -11.0%
CN(Cc1cn(C)nc1-c1ccccc1F)Cc1nccn1C | 7.1% | 9.1% | -0.6%
Cn1ccnc1SCC(=O)Nc1ccc(Oc2ccccc2)cc1 | 7.3% | -13.5% | 23.6%
COc1ccc(Cl)cc1C(=O)NCc1ccco1 | . | -7.9% | 7.8%
FC(F)(F)c1nnc(-c2ccccc2)nc1Sc1ccccc1 | 2.0% | -9.0% | 5.0%
COc1cccc(C(=O)/C=C/Nc2ccc(S(=O)(=O)Nc3nc(C)cc(C)n3)cc2)c1 | 11.0% | -2.6% | 2.1%
O=c1oc(/C=C/c2ccco2)nc2sc3c(c12)CCC3 | -14.1% | -6.6% | -8.5%[12.8 µM]
CCc1cccc(-n2nnc(-c3nsc(NC(=O)c4cccc(OC)c4)n3)c2C)c1 | 2.6% | 15.3% | .
O=C1c2cccnc2C(=O)N1Cc1ccc(F)cc1 | 0.0% | -0.3% | 2.1%
CC(=O)Nc1ccc(S(=O)(=O)N(C)CC(=O)OCC(=O)NC(C)C23CC4CC(CC(C4)C2)C3)cc1 (stereo not drawn) | 1.1% | 3.4% | 8.5%
O=C1C=CN2CCCCC2CC1 (stereo not drawn) | 3.7% | -8.9% | .
CCOC(=O)c1ccc(NC(=S)NCc2ccc(S(N)(=O)=O)cc2)cc1 | 0.5% | 0.4% | -21.0%
O=c1[nH][nH]cc1C=NCc1cccnc1 | 1.2% | 5.4% | -4.9%
CC(C)(C)C(=O)Nc1cccc(C(=O)c2cccc(NC(=O)C(C)(C)C)c2)c1 | 3.0% | 5.8% | 6.2%
C=CCn1c(SCc2nc3ccccc3[nH]2)nnc1-c1ccc(OC)cc1 | 7.6% | 8.3% | 0.1%
Nc1nc2n(n1)C(c1cccs1)CC(c1ccccc1)N2 (stereo not drawn) | 1.9% | -3.4% | 16.8%
CCOC(=O)N1CCN(C(=O)CSc2ccc(C(=O)OC)cc2[N+](=O)[O-])CC1 | . | -2.5% | -17.6%
O=C(Nc1ccc(Cl)cc1F)C1CCN(S(=O)(=O)c2cccnc2)CC1 | 6.8% | -2.3% | -8.3%
CCc1ccc(NC(=S)NCC2CCCN2CC)cc1 (stereo not drawn) | 4.6% | 3.9% | -7.6%
COC(=O)C(NC=O)C(O)(Cc1ccccc1)C(F)(F)F (stereo not drawn) | -1.0% | -0.4% | 3.5%
COc1ccccc1CN(C(=O)c1ccco1)C(C(=O)NC1CCCC1)c1ccncc1 (stereo not drawn) | 4.2% | -16.5% | 3.1%
O=C(c1ccco1)N1CCN(C(=O)C23CC4CC(CC(C4)C2)C3)CC1 | -0.2% | 3.0% | -2.4%
COC(=O)c1ccccc1NC(=O)CSc1nncn1-c1ccccn1 | . | -0.6% | ?
CC(C)NC(=O)/C(C#N)=C\c1ccc(N(C)C)o1 | 8.3% | 3.7% | -5.4%
Cc1oc(-c2ccccc2)cc1C(=O)Nc1cccc(/C=C/C(=O)O)c1 | 4.8% | -1.9% | 16.0%
Cc1cccc(C)c1OCC(=O)N1CCc2ccccc2C1 | . | -4.3% | -5.5%

Only FEN1 inh, for some of the entries so far:
compound,FEN1 inh
CC(C)(C)C(=O)Nc1cccc(C(=O)c2cccc(NC(=O)C(C)(C)C)c2)c1,5.8%
C=CCn1c(SCc2nc3ccccc3[nH]2)nnc1-c1ccc(OC)cc1,8.3%
